Source: PubChem
D2 antag: antagonizes the human D2 dopamine receptor; P14416; HEK293 TREx D2 cells, calcium flux, dopamine EC80; inhibition, % at 10 µM; hit rate 2% among 340,000; in the data active = inhibition above about 30%; also: 0% is about no effect
Target sequence (P14416 whole entry, looked up): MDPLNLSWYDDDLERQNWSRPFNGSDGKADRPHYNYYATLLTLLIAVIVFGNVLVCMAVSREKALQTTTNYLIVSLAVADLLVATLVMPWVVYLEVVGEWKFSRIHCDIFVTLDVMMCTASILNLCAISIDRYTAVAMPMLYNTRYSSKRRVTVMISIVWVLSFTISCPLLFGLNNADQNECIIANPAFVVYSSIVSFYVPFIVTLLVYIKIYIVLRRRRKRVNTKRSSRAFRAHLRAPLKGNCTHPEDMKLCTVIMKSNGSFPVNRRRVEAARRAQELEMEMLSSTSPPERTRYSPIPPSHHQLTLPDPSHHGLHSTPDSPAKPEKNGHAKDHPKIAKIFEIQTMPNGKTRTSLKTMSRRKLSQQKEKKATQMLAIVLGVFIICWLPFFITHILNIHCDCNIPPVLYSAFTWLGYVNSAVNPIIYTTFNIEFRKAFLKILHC
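Overnight-induced (tetracycline, 30 C) HEK293 T-REx cells carrying force-coupled D2 receive a no-wash calcium dye, then compound, then EC80 dopamine at 180 s; signals are read kinetically throughout.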
D2 potentiator: positive allosteric modulators of human D2 dopamine receptor; P14416; HEK293 T-REx D2, calcium flux, EC20 dopamine potentiation; potentiation, % at 10 µM; hit rate 0.34% among 340,000;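 active = potentiation over 3 SD above the plate norm, cut at about 30% in these data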; also: 0% is about no effect
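Cells plated with tetracycline inducer and held overnight at 30 C; calcium dye loaded 30–90 min at room temperature; baseline taken, compound added and read 180 s; EC20 dopamine then added and read 180 s.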
RXFP1 antag: RXFP1 (human) relaxin receptor antagonism. Q9HBX9. HEK293-RXFP1, relaxin-stimulated cAMP HTRF, 30 min; hits give low values. activity change, negative = inhibition, % at 57.5 µM. hit rate 0.59% among 350,000;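 active = activity change of -60% or lower, but not beyond a set lower limit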; also: % is scaled to controls: 0 for no effect and ±100 for the full control effect
D1 ag: activates the human D1 dopamine receptor | P21728 | HEK293 T-REx D1 cells, calcium flux, agonist mode | activation, % at 2 µM | hit rate 1% among 360,000 | AID 504660; also: 0% is about no effect
Target sequence (P21728 whole entry, looked up): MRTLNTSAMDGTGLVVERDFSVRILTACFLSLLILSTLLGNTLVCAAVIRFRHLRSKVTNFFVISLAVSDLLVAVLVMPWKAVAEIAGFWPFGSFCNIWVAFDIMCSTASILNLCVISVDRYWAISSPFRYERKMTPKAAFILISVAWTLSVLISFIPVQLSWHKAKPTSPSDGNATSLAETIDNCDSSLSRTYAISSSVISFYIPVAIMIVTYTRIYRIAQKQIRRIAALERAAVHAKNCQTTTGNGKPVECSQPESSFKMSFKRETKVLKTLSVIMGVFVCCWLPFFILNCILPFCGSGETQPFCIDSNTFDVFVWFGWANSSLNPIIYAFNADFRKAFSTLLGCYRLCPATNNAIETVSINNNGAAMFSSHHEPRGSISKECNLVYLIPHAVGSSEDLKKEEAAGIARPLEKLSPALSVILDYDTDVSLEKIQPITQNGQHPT
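Inducible HEK293 T-REx D1 cells, force-coupled to calcium signalling, were plated at 4000 cells/well with tetracycline and held overnight at 30 C. After no-wash calcium dye loading, compound-evoked calcium rise over 180 s flagged agonists.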
D2 agonist: agonists of human D2 dopamine receptor | P14416 | HEK293 T-REx D2 cells, calcium flux agonist mode | activation, % at 2 µM | hit rate 0.53% among 340,000;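 active = activation over 3 SD above normal in the single-dose calcium agonist read, cut at about 30% in these data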; also: 0% is about no effect
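Agonism is scored from calcium flux in a force-coupled, inducible HEK293 cell line expressing D2, read kinetically for 180 s after compound addition against dopamine controls.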
D1 antag: antagonists of human D1 dopamine receptor. activity change, negative = inhibition, % at 10 µM. hit rate 3.2% among 360,000. P21728. HEK293 TREx D1 cells, calcium flux, dopamine EC80; hits give low values; in the data active = activity change below about -30%; also: % is scaled to controls: 0 for no effect and ±100 for the full control effect
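Antagonism measured as reduced calcium response to an EC80 dopamine addition following 180 s compound pre-read; cells were inducible HEK293 Trex D1 plated overnight at 30 C, read kinetically at 1 cycle/sec.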
TRHR PAM: TRH receptor (human) allosteric enhancement. enhancement, % at 2 µM. P34981. AID 493056. TRHR cells, fluo-8 calcium fluorescence, EC20 TRH enhancement. hit rate 0.66% among 360,000; in the data active = enhancement above about 30%; also: 0% is about no effect
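TRHR-expressing cells loaded with fluo-8 calcium dye were read kinetically (ex 480/em 530) during compound addition, then stimulated with an EC20 of TRH (10 nM final). Enhancement of the Gq-mediated intracellular calcium response was scored.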
TRHR ag: TRH receptor (human) agonism. P34981. TRHR cells, calcium flux fluo-8, FDSS agonist mode. hit rate 0.18% among 360,000. activation, % at 2 µM; also: 0% is about no effect
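TRHR-expressing cells loaded with fluo-8 calcium dye; 23 nL library compound pin-transferred, kinetic FDSS fluorescence (Ex 480/Em 530) recorded about 180 s for agonist-induced calcium release, before a 10 nM TRH EC20 addition for potentiator mode.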
D1 potentiator: human D1 dopamine receptor positive modulation; HEK293 TREx D1 cells, calcium flux, dopamine EC20 potentiation; potentiation, % at 10 µM; hit rate 0.036% among 360,000; AID 504651; in the data active = potentiation above about 30%; also: 0% is about no effect
* marks the source's active call; other numbers are inactive results; / = no result given; & = joins results of further samples. Rule as the data show it, unless noted: active = activation above about 30%; inactive = the rest.

no.	SMILES	D2 antag	D2 potentiator	RXFP1 antag	D1 ag	D2 agonist
1	O=Cc1cc([N+](=O)[O-])ccc1N1CCN(Cc2ccc3c(c2)OCO3)CC1	-1	-12	-15	6	0.1
2	CCCOc1ccc(C(=O)Nc2ccc(S(=O)(=O)Nc3cc(C)nc(C)n3)cc2)cc1	-1	2	-5	3	-0.9
3	O=c1c2sc3nc(N4CCOCC4)c4c(c3c2ncn1-c1ccccc1)CCCC4	8	14	12	6	-0.3
4	CN1CCN(C(=O)c2ccc(NS(=O)(=O)c3cccc([N+](=O)[O-])c3)cc2)CC1	-7	-6	5	4	1.3
5	COC(=O)c1ccc(NC(=O)c2cnc3scc(C)n3c2=O)cc1	-16	-15	/	-1	-0.1
6	CCOC(=O)N1CCC(NS(=O)(=O)c2ccc(C)c(Cl)c2)CC1	/	/	-4	9	/
7	Cc1oc2ncn(C)c(=O)c2c1C(=O)NCc1ccccc1	/	6	/	2	-0.2
8	Cc1ccc2cccc(OC(=O)/C=C\c3ccccc3)c2n1	-7	3	3	1	-0.2

no.	D1 antag	TRHR PAM	TRHR ag	D1 potentiator
1	-11	-1	0.2	1
2	1	-10	0.2	-1
3	33	6	0.3	0
4	-3	1	0.4	4
5	-20	-1	1.2	-6
6	-2	6	-0.9	-2
7	-1	-1	0.8	1
8	-9	6	0.2	3

Next section.
no.	SMILES	D2 antag	D2 potentiator	RXFP1 antag	D1 ag	D2 agonist
9	COc1ccccc1NS(=O)(=O)c1cccc(C(=O)N/N=C/c2ccc([N+](=O)[O-])o2)c1	/	/	-11	2	/
10	O=C(COC(=O)c1ccc2c(c1)OCO2)NCc1ccc(Cl)cc1	11	1	2	1	-0.2
11	N#Cc1ccccc1OCC(=O)N1CCc2ccccc2C1	-9	-2	2	1	-0.4
12	Cc1ccc(SCCC(=O)N2CCOCC2)cc1	-4	0	4	-2	1.9
13	O=C(CSc1ncnc2scc(-c3ccccc3)c12)N1CCN(Cc2ccc3c(c2)OCO3)CC1	70*	-23	-39	4	74*
14	COC1=C(Nc2ccc(O)cc2)C(=O)c2ccccc2C1=O	-1	8	8	5	-0.3
15	O=C(Nc1ccccc1C(F)(F)F)C1(S(=O)(=O)c2ccc(Cl)cc2)CC1	/	-2	6	0	-0.6
16	COc1ccc(-c2nn(C)c(=O)c3ccccc23)cc1CNS(C)(=O)=O	5	5	-4	1	-0.2

no.	D1 antag	TRHR PAM	TRHR ag	D1 potentiator
9	6	-1	14	-1
10	-10	5	-0.6	-3
11	3	-7	-0.2	-7
12	6	13	0.0	0
13	12	1	0.6	3
14	-6	-2	-0.4	-3
15	-13	-6	-1.3	2
16	21	8	1.3	-10

(continued)
no.	SMILES	D2 antag	D2 potentiator	RXFP1 antag	D1 ag	D2 agonist
17	CC(C)C(=O)Nc1nnc(S(=O)(=O)N(C)c2ccc(Cl)cc2)s1	-10	8	-3	-1	0.8
18	O=C(CSc1nnc(CNC(=O)c2cccs2)o1)NCCc1ccccc1	14	-7	-4	0	0.7
19	COc1cc2ncnc(Nc3ccc4c(c3)OCO4)c2cc1OC	-1	28	4	0	1.8
20	COc1cccc(C2c3c(oc4ccccc4c3=O)C(=O)N2CCCN2CCOCC2)c1 (stereo not drawn)	-12	7	/	-2	0.8
21	CN(Cc1ccccc1)c1ncnc2c1nnn2C	/	0	0	0	-1.3
22	CCOC(=O)CSc1nnc(CCCCCN2C(=O)c3cccc4cccc(c34)C2=O)o1	8	18	2	7	1.1
23	C=C(C)CNC(=S)NNC(=O)c1ccco1	-3	27	-29	8	0.1
24	O=c1[nH]cc(S(=O)(=O)c2ccccc2)[nH]1	11	-2	10	12	0.5

no.	D1 antag	TRHR PAM	TRHR ag	D1 potentiator
17	4	-1	-0.1	-9
18	-26	-3	0.7	-8
19	-3	-2	0.1	2
20	0	1	0.8	2
21	/	-3	0.2	1
22	2	-3	0.0	-2
23	9	-3	0.1	-1
24	5	-7	0.1	-6

Remaining list, next part
no.	SMILES	D2 antag	D2 potentiator	RXFP1 antag	D1 ag	D2 agonist
25	COCCN1C(=O)c2cc(C(=O)Nc3cccc(F)c3)ccc2C1Nc1cccc(F)c1 (stereo not drawn)	-9	-6	-4	0	1.5
26	COC(=O)C(CC(C(=O)OC)C(=O)OC)C(=O)OC	-17	-9	-8	5	-1.3
27	COCC(=O)Nc1nnc(-c2ccc(C(C)(C)C)cc2)s1	-2	7	1	34*	2.0
28	C/C(=N\Nc1ncc(Br)cn1)c1cccc([N+](=O)[O-])c1	-11	7	-4	4	0.2
29	CCOC(=O)C1CCN(CC(=O)N2CCCc3c2c(=O)oc2ccc(OCc4ccccc4)cc32)CC1	/	-3	/	6	0.1
30	CCOC(=O)N1CCN(Cc2nc3c(c(=O)n(C)c(=O)n3C)n2Cc2cccc(C)c2)CC1	-20	4	14	9	0.5
31	CN(C)C(=O)C[n+]1ccc(C(N)=O)cc1	-19	-4	3	2	10
32	O=C(O)CC(C(=O)Nc1ccc(Cl)cc1)N1CCCCCC1 (stereo not drawn)	-12	10	7	-3	-2.0

no.	D1 antag	TRHR PAM	TRHR ag	D1 potentiator
25	5	0	0.4	2
26	9	25	0.3	1
27	-6	2	6.1	-4
28	4	-5	-0.7	0
29	-14	-5	0.5	-2
30	8	7	-0.5	-1
31	11	-2	0.0	0
32	-25	-3	0.0	2

Other records follow:
no.	SMILES	D2 antag	D2 potentiator	RXFP1 antag	D1 ag	D2 agonist
33	CCOC(=O)c1c(NC(=O)CSc2ncn[nH]2)sc(C(C)=O)c1C	-12	-10	1	3	0.9
34	O=C(NCc1ccccc1)NC1CCCCC1	/	/	-7	3	/
35	Cc1ccc(/C=C/C(=O)O)cc1S(=O)(=O)N1CCc2ccccc21	-8	-5	-9	1	1.1
36	O=[N+]([O-])c1cccc(/C=N\N2CCN(Cc3ccccc3Cl)CC2)c1	27	-12	-12	4	-0.1
37	CCOc1ccc(NS(=O)(=O)c2ccc3[nH]cc(C(=O)NC4CCCC4)c(=O)c3c2)cc1	/	3	-3	1	-1.0
38	CCOc1ccc(NC(=O)COc2nsnc2N2CCCCC2)cc1	-12	15	-2	7	-1.7
39	O=C(N/N=C/c1cccc(Br)c1)C1CC(=O)N(c2ccccc2)C1 (stereo not drawn)	35*	-17	-12	0	0.4
40	COC(=O)COc1ccc(S(=O)(=O)Nc2cc([N+](=O)[O-])ccc2C)cc1	5	-6	4	5	2.1

no.	D1 antag	TRHR PAM	TRHR ag	D1 potentiator
33	3	-2	0.4	11
34	11	1	0.5	-4
35	1	0	0.3	-2
36	5	0	-0.2	-4
37	12	0	0.2	5
38	14	8	-0.5	8
39	2	-2	-0.8	-1
40	0	45*	-0.1	-5

Continued:
no.	SMILES	D2 antag	D2 potentiator	RXFP1 antag	D1 ag	D2 agonist
41	Cc1cccc(C)c1NC(=O)C1CCCN1S(=O)(=O)c1ccccc1 (stereo not drawn)	8	-4&0	13&-2	1&3	0.4&0.0
42	CCc1ccc(Cn2c(CNS(=O)(=O)c3ccc(Cl)s3)nc3cccnc32)cc1	/	4	-2	3	1.2
43	CC1CCCCN1CCNc1nc(=S)[nH]c2ccccc12 (stereo not drawn)	22	-9	7	3	0.6
44	CN1CCc2c(n(CC(O)CN3C(=O)c4ccccc4S3(=O)=O)c3ccccc23)C1=O (stereo not drawn)	-35	2	5	2	-1.3
45	Cc1cc(C)cc(NC(=O)C2CCCN2S(=O)(=O)c2cccc3nsnc23)c1 (stereo not drawn)	/	-5	-5	0	-0.8
46	O=C(c1cc2ccccc2c(=O)o1)N1CCCc2ccccc21	0	-9	-5	0	-0.9
47	COC(=O)c1sccc1NC(=O)c1c(Cl)cnn1C	5	9	14	3	-0.2
48	CCOC(=O)c1cnc2c(C(F)(F)F)cccc2c1Nc1cccc(C(=O)OC)c1	/	-6	/	3	-1.9

no.	D1 antag	TRHR PAM	TRHR ag	D1 potentiator
41	-4&6	-4&4	-0.6&0.6	-7&1
42	27	1	0.1	-1
43	2	4	0.0	-1
44	-1	6	0.3	3
45	-9	4	1.0	-1
46	-3	-4	-0.3	0
47	1	2	-0.5	11
48	2	-5	0.0	-2

An excerpt from above in order of number of heavy atoms, lowest first.
no.	SMILES	D2 antag	D2 potentiator	RXFP1 antag	D1 ag	D2 agonist
23	C=C(C)CNC(=S)NNC(=O)c1ccco1	-3	27	-29	8	0.1
28	C/C(=N\Nc1ncc(Br)cn1)c1cccc([N+](=O)[O-])c1	-11	7	-4	4	0.2
7	Cc1oc2ncn(C)c(=O)c2c1C(=O)NCc1ccccc1	/	6	/	2	-0.2
17	CC(C)C(=O)Nc1nnc(S(=O)(=O)N(C)c2ccc(Cl)cc2)s1	-10	8	-3	-1	0.8
5	COC(=O)c1ccc(NC(=O)c2cnc3scc(C)n3c2=O)cc1	-16	-15	/	-1	-0.1
36	O=[N+]([O-])c1cccc(/C=N\N2CCN(Cc3ccccc3Cl)CC2)c1	27	-12	-12	4	-0.1
3	O=c1c2sc3nc(N4CCOCC4)c4c(c3c2ncn1-c1ccccc1)CCCC4	8	14	12	6	-0.3
2	CCCOc1ccc(C(=O)Nc2ccc(S(=O)(=O)Nc3cc(C)nc(C)n3)cc2)cc1	-1	2	-5	3	-0.9

no.	D1 antag	TRHR PAM	TRHR ag	D1 potentiator
23	9	-3	0.1	-1
28	4	-5	-0.7	0
7	-1	-1	0.8	1
17	4	-1	-0.1	-9
5	-20	-1	1.2	-6
36	5	0	-0.2	-4
3	33	6	0.3	0
2	1	-10	0.2	-1

The results go on.
no.	SMILES	D2 antag	D2 potentiator	RXFP1 antag	D1 ag	D2 agonist
49	O=C(COC(=O)c1ccc(O)cc1O)Nc1cc(-c2ccccc2)nn1-c1ccccc1	2	5	-73*	12	0.2
50	Cc1ncc([N+](=O)[O-])n1CCOC(=O)Nc1ccc(Cl)c(Cl)c1	4	-1	3	7	1.0
51	N#CC1=C(N)Oc2n[nH]c(-c3ccccc3)c2C1c1cccnc1 (stereo not drawn)	10	0	-16	3	0.9
52	O=C(Nc1ccc(OC(F)(F)F)cc1)Nc1cccc([N+](=O)[O-])c1	7	-6	-74*	30*	6.0
53	O=C(COc1ccccc1Cl)Nc1ccc(S(=O)(=O)Nc2ccccn2)cc1	3	2	0	3	1.9
54	CCOC(=O)C(C)Sc1ncc(-c2ccccc2)cn1 (stereo not drawn)	-4	5	-2	2	-1.1
55	CCN(CC(=O)Nc1c(F)cccc1F)C(=O)c1ccc(OCc2c(C)noc2C)cc1	12	14	2	1	-0.2
56	COc1ccccc1Oc1c(C)oc2c(CN3CCN(CCO)CC3)c(O)ccc2c1=O	-12	13	17	0	0.6
57	NNC(=O)c1ccc(Cn2cc(Cl)cn2)o1	/	8	10	1	/
58	COCCCNC(=O)Cc1ccccc1OC	5	-9	5	4	-0.5

no.	D1 antag	TRHR PAM	TRHR ag	D1 potentiator
49	-13	2	0.5	-2
50	-7	-5	0.2	3
51	-12	0	-0.1	-4
52	-47*	-1	3.2	-15
53	-4	3	-0.6	1
54	-7	-7	-0.8	5
55	-2	11	-0.2	13
56	4	-5	-0.5	-3
57	8	-4	-0.2	4
58	26	-3	0.9	-8
